# GPT2 inh = Primary qHTS assay for inhibitors of Glutamate pyruvate transaminase 2 (GPT2); Alanine aminotransferase 2 (Homo sapiens), Q8TD30; Recombinant GPT2, coupled pyruvate oxidase/HRP Amplex Red fluorescence; Potency, µM (highest dose often 57.7 µM), inactives show at the highest dose activity change, negative = inhibition, hits mostly inhibitors; 100,000 tested, 0.25% active; also: potency is read from the fitted curve at half-maximal effect; nearly all actives have a fitted effect of over 60% in size; many of its hits are not listed in these tables
# Target sequence (Q8TD30 whole entry, looked up): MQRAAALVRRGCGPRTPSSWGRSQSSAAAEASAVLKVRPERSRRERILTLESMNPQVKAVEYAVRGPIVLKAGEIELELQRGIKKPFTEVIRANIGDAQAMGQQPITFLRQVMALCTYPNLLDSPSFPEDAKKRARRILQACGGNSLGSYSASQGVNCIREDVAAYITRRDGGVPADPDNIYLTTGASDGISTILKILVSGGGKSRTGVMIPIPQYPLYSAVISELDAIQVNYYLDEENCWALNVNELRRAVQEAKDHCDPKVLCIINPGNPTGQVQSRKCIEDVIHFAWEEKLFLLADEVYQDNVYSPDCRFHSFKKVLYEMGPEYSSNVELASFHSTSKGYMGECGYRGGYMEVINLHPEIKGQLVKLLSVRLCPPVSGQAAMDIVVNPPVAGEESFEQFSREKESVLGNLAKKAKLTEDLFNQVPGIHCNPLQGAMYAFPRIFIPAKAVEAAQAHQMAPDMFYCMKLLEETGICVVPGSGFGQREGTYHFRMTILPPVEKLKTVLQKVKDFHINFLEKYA
#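 Fluorescence read-out: pyruvate from GPT2 turnover coupled to pyruvate oxidase, HRP and Amplex Red (0.2mM ThPP, 0.2U/mL PO and HRP, 50uM Amplex final). Substrates 250uM a-KG, 2mM L-alanine; enzyme 10ng/uL; 30 min RT.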
# 3T3 cytotox = Cytotoxic Profiling in NIH 3T3 Cell Line of Diverse Libraries Using Quantitative High-Throughput Screening; NIH 3T3 viability, CellTiter-Glo ATP luminescence, 48-72 h; Potency, µM (highest dose often 96.7 µM), without a hit: at the highest dose activity change, negative = cytotoxicity, hits mostly inhibitors; 94,000 tested, 4.3% active; AID 1345082, 2018; also: potency is read from the fitted curve at half-maximal effect; nearly all actives have a fitted effect of over 55% in size
#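 Cells were seeded at 400 per well, treated with pin-transferred compound, and kept 48 or 72 hr at 37 °C before CellTiter-Glo addition and luminescence imaging of cellular ATP.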
# Luciferase inh = Firefly luciferase inhibition profiling of diverse chemical library using quantitative high-throughput screening | Luciferin 4-monooxygenase (Photinus pyralis), P08659 | purified P. pyralis luciferase, luminescence, biochemical | Potency, µM (series often up to 115 µM), without a hit: top-dose activity change, negative = inhibition, most hits filed as inhibitors | 76,000 tested, 2.5% active; also: potency is read from the fitted curve at half-maximal effect; nearly all actives have a fitted effect of over 65% in size
#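 Biochemical qHTS: compound (6-point titration) added to 10uM D-luciferin plus 10uM ATP in Tris acetate pH 7.5 buffer with Mg, Tween-20 and BSA, then purified enzyme at 10nM; light output imaged.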
# SNCA expr inh = Primary qHTS assay for inhibitors of alpha-synuclein gene (SNCA) expression; HEK-293 SNCA-luciferase knock-in, luminescence, 24 h; 140,000 tested, 0.17% active; Potency, µM (doses to about 57.2 µM), for inactives: top-dose activity change, negative = inhibition, most hits filed as inhibitors;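 also: potency is read from the fitted curve at half-maximal effect; plate controls were DMSO cells for no effect and cell-free wells for full effect; nearly all actives have a fitted effect of over 45% in size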
# SNCA viab count = GF-AFC viability counterscreen for inhibitors of alpha-synuclein gene (SNCA) expression | HEK-293-SNCA-luc viability, GF-AFC fluorescence, 24 h | Potency, µM (highest dose often 57.1 µM), inactives show at the top dose activity change, negative = cytotoxicity, hits mostly cytotoxic | 150,000 tested, 0.12% active | AID 1671193, 2021;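 also: potency is read from the fitted curve at half-maximal effect; 0% = DMSO-treated cells and -100% = medium-only wells without cells; nearly all actives have a fitted effect of over 30% in size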
#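 HEK-293-SNCA-luc cells (1500/well) plated 24 h, then exposed 24 h to a dilution series; GF-AFC added 30 min at 37C, fluorescence 405/540 nm; normalised to medium-only and DMSO wells, Hill fit.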
# IP6K1 inh = Primary qHTS assay for small molecule inhibitors of Inositol hexaphosphate kinase 1 (IP6K1). activity change, % (series mostly up to about 58 µM). IP6K1 kinase, ADP-Glo luminescence, 2 h; hits give low values. 140,000 tested, 0.81% active. AID 1645851, 2021; in the data active = activity change below about -25%
# Target sequence (Q92551 whole entry, looked up): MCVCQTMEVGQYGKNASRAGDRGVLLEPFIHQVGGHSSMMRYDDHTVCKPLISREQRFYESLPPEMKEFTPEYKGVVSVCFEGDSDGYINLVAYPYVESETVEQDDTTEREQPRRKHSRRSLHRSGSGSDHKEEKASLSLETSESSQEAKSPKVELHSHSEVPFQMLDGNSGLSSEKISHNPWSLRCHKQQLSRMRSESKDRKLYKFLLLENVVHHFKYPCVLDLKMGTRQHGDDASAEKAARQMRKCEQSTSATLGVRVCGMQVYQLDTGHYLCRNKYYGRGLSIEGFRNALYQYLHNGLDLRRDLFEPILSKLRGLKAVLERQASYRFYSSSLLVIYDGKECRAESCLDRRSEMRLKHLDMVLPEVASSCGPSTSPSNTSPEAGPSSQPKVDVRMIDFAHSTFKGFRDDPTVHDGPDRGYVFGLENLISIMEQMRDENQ
#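 ADP-Glo luminescence measures ADP made by human IP6K1 during a 2 h RT reaction with ATP/IP6 (mix at 1.3 mM/130 uM); top library doses 57.5 and 19.1 uM final.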
# HEK cytotox = Cytotoxic Profiling in HEK 293 Cell Line of Diverse Libraries Using Quantitative High-Throughput Screening. Potency, µM (top dose mostly 115 µM), inactives show at the highest dose activity change, negative = cytotoxicity, hits mostly inhibitors. 94,000 tested, 6.6% active. HEK 293 viability, ATP luminescence (CellTiter-Glo), 48-72 h; also: potency is read from the fitted curve at half-maximal effect; nearly all actives have a fitted effect of over 60% in size
#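 Cytotoxicity was scored by loss of ATP-coupled luminescence (CellTiter-Glo) in HEK 293 cells. Compound treatment ran 48 or 72 hr at 37 degree Celsius, 5% CO2, 95% humidity.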
# Active calls of the source: *; i = inactive; u = inconclusive; x = no result given; & = joins results of further samples; [ ] = dose if it differs, or a comment. Unless noted, calls follow the shape of the dose curve; as a rule, active = well fitted curve in the direction sought with a large enough effect; inconclusive = small, poorly fitted or top-dose-only effect, or another doubt; inactive = no such curve, though single readings can be large; an effect the other way counts as inactive or inconclusive. Unless noted, % is scaled to controls: 0 for no effect and ±100 for the full control effect. An excerpt. The share of hits here may be higher or lower than overall.
mol | GPT2 inh | 3T3 cytotox | Luciferase inh | SNCA expr inh | SNCA viab count | IP6K1 inh | HEK cytotox
CCNc1nccc(N2CCC(CC(=O)NCC(C)C)CC2)n1 | i | u | 9% | -26% | -14% | -2 | u
O=C(NC1CCN(c2cc(-c3ccc(Cl)cc3)[nH]n2)CC1)c1cccc(F)c1 | i | -3% | 5% | 9% | -7% | 20 | u
O=C(CCn1cnc2onc(-c3ccc(F)cc3)c2c1=O)Nc1cccc(C(F)(F)F)c1 | x | x | x | u | u | 22 | x
COc1ccc(CN[C@@H]2CCC[C@@H](C(=O)NC3CCOCC3)CC(=O)N(C)C2)cc1 | 4%[88.5 µM] | -18%[138 µM] | -14%[172 µM] | 2%[87.6 µM] | 12%[87.6 µM] | -4 | -18%[172 µM]
Cc1cc(S(=O)(=O)n2ccnc2C(C)C)cc([N+](=O)[O-])c1C | x | x | x | -6% | -6% | 0 | x
CN(C1CCc2nn(CC3CC3)c(=O)n2CC1)S(C)(=O)=O (centres undefined) | 2% | -16% | -4% | -28% | 4% | 10 | -8%
COc1ccc(-c2cc(-c3ccc([S+](C)(=O)[O-])cc3)cn3cncc23)cc1 | -3%[88.5 µM] | u | 9%[172 µM] | -11%[87.6 µM] | -23%[87.6 µM] | -3 | u
Nc1nc(C2CC(N)C2)cc(N2CCN(C3CCCC3)C(=O)C2)n1 (centres undefined) | i | -1% | -3% | -22% | -8% | 23 | -3%
CC[C@@H](NC(C)=O)C(=O)N1CCOc2c(cc(-c3cccs3)cc2OC)C1 | i[11.5 µM] | -8% | 3% | 1% | 1% | -10 | u
CCc1cnc(N)nc1N1CCC(Oc2ccc(F)cc2)CC1 | -8% | u | -3% | -10% | 7% | 2 | u
CC[C@H]1CN(S(=O)(=O)c2c(C)noc2C)CC[C@H]1CC(=O)NCc1ccco1 | 5%[88.5 µM] | -22%[138 µM] | 0%[172 µM] | -18%[87.6 µM] | -5%[87.6 µM] | -6 | -21%[172 µM]
Fc1ccccc1N1CCN(c2ncc3c(n2)CCN(Cc2cc(Br)cs2)C3)CC1 | x | x | x | 8% | 13% | 5 | x
O=S(=O)(Nc1nc2n(n1)C(c1ccccc1)C=C(c1ccc(Cl)cc1)N2)c1ccccc1 (centres undefined) | x | x | x | 28% | u | 14 | x
O=C(NCCc1ccccc1)C1CC(=O)N(c2n[nH]c3ccccc23)C1 (centres undefined) | -13% | 4% | 3% | -5% | -6% | 6 | -4%
Cc1ccc(C(=O)N2CCCN(Cc3ccncc3)C(c3ccccc3)CC(=O)NCC2)cn1 (centres undefined) | i | -3% | 7% | 1% | -1% | 1 | 3%
CCc1noc(-c2cn(C3CCN(C(=O)c4ccc(C)cc4)C3)nn2)n1 (centres undefined) | i | -23% | 7% | 2% | -13% | 11 | -27%
CCc1nn(-c2ccc(OC)cc2)c(Oc2ccccc2F)c1CCC(=O)NCC1CC1 | 5% | u | 5% | -12% | -17% | 1 | u
O=C1Cc2c(-c3ccccc3Cl)n[nH]c2CN1CC1CCOCC1 | -2%[88.5 µM] | 89µM* | -13%[172 µM] | 39%[87.6 µM] | -5%[87.6 µM] | 1 | -9%[172 µM]
COc1ccc(NCc2nnc3n2CCCCC3)c(OC)c1 | x | x | x | -5% | -9% | -3 | x
O=C(c1ccco1)N1CCC(c2n[nH]c(=O)n2-c2ccccc2)CC1 | -9% | 2% | -4% | 7% | 3% | 1 | 6%
Cc1cccc(CCNC(=O)c2cc3c(=O)n(C)c4ccccc4c3n2C)c1 | x | x | x | 24% | 4% | -8 | x
COC(=O)C1=CN(CC(=O)Nc2ccccc2F)S(=O)(=O)N=C1C | 3% | -4% | -4% | -5% | 11% | 0 | 7%
CCOc1ccccc1OCCN[C@H](C)Cc1ccc(OC)c(S(N)(=O)=O)c1 | 1% | x | x | 8%[25.6 µM] | -22%[23.9 µM] | 12 | x
Cc1noc(C)c1C(=O)N1CCCCC1c1nc(CCOCC2CCCC2)no1 (centres undefined) | -8% | u | -17% | 6% | -6%[12.5 µM] | 2 | u
CCCn1c(CCCNC(=O)c2ccccc2OC)nc2ccccc21 | x | x | x | -8% | 13% | -14 | x
Cn1nnc2c(N3CCN(c4cccc(C(F)(F)F)c4)CC3)ncnc21 | x | x | x | 74%[activator] | -2% | -5 | x
COC(=O)c1ccc(OC)c(CN2CCCN(Cc3ccc(C)cc3)S2(=O)=O)c1 | x | x | x | 44% | 7% | 2 | x
CC1(C)C(=O)NC(=O)N1CC(=O)N1CCCC(CCc2c(F)cccc2F)C1 (centres undefined) | 0% | -13% | 7% | -5% | -2% | 39 | -32%
Cc1ccn(CC(=O)N2CCC(C3CCN(S(C)(=O)=O)CC3)C2)n1 (centres undefined) | i | -13% | -2% | 29% | 1%[12.5 µM] | 10 | -3%
CCn1c(=O)sc2cc(NS(=O)(=O)c3ccc(C)cc3)ccc21 | x | x | x | 61%[activator] | 5% | 14 | x

# (listing goes on)
mol | GPT2 inh | 3T3 cytotox | Luciferase inh | SNCA expr inh | SNCA viab count | IP6K1 inh | HEK cytotox
O=C(NC1CCCCCCC1)c1ccc(Cn2ccn3nc4c(c3c2=O)CCCC4)cc1 | -8% | u | -21% | u | u | 12 | 32µM*
CCn1c(/C(C#N)=C/c2ccccc2Cl)nc2ccccc21 | x | x | x | 11% | -6% | 12 | x
COCCN1C(=O)CS(=O)(=O)C12CCN(C(=O)c1ccc(C)cc1C)CC2 | -1% | -13% | -4% | -19% | 1% | 2 | -2%
COCC1CN(C)CC12CCN(Cc1cc(C)nn1C)CC2 (centres undefined) | i | 5% | 1% | -4% | -4% | -3 | 3%
Cn1ncc2c(C(=O)NCc3cccc(C(F)(F)F)c3)cc(-c3ccccc3C(F)(F)F)nc21 | x | u | x | x | x | 4 | u
CCc1noc([C@@H]2CC(F)(F)CN2C(=O)c2ccc3nc[nH]c3c2)n1 | 4% | 4% | 1% | 24% | -10% | 6 | -15%
COc1ccc2nc(CO[C@H]3CN(Cc4ccc(OC)nc4)C[C@H]3F)[nH]c2c1 | -8%[88.5 µM] | -17%[138 µM] | -12%[172 µM] | 20%[87.6 µM] | -4%[87.6 µM] | -7 | -20%[172 µM]
Cc1cc(NC(=O)CC[C@H]2NC(=O)c3ccccc3NC2=O)nn1C | -3% | i | 5% | -26% | 1% | 14 | 20%
O=C(Cn1ccc2cc(S(=O)(=O)N3CCCCCC3)ccc21)NCc1cccc(Cl)c1 | x | x | x | 3% | 7% | 53 | x
CN(C)S(=O)(=O)N1C[C@H]2OC(=O)N(CCc3cccc(Cl)c3)[C@H]2C1 | -4% | 2% | -4% | -28% | 9% | 3 | -1%
COc1ccc(CCNC(=O)C(CC(C)C)N2Cc3ccccc3C2=O)c(OC)c1OC (centres undefined) | x | x | x | -19% | -26% | -15 | x
Cc1ccc2c(C)c(C(=O)N(Cc3ccc(N(C)C)cc3)Cc3ccco3)oc2c1C | x | x | x | 39%[activator] | 5% | 8 | x
CC(C)(C)n1nnnc1C1CC2(CCOCC2)C(=O)N1CCc1c[nH]c2ccccc12 (centres undefined) | i | u | 6% | 1% | 7% | 0 | -10%
CC(=O)NCCNC(=O)CCCn1c(=O)[nH]c2ccsc2c1=O | x | x | x | -5% | 2% | -1 | x
Brc1ccc(-c2nc(N3CCN(c4ccccc4)CC3)c3ccccc3n2)cc1 | x | x | x | -8% | -1% | -14 | x
Cn1ncc2c(C(=O)NCC3CC3)cc(-c3cccnc3)nc21 | 2%[88.5 µM] | u | x | -22%[87.6 µM] | -5%[87.6 µM] | 12&20 | u
O=C(C1CCCC1)N1CCC(n2c(=O)[nH]c3ccccc32)CC1 | -13%[88.5 µM] | -8%[138 µM] | x | -12%[87.6 µM] | -11%[87.6 µM] | -14 | -26%[172 µM]
O=C(NCCc1ccc(Cl)cc1)c1ccc(CSCc2ccccc2Cl)o1 | x | x | x | u | -21% | 22 | x
O=C(NCCn1cccc1-c1nc(-c2ccc3c(c2)OCO3)no1)c1ccccc1Cl | i | -30% | -8% | 22% | -15% | 4 | u
CN1C[C@@H](NC(=O)C2CCCCC2)C[C@H]1c1nc(-c2ccc(Cl)cc2)no1 | -15%[88.5 µM] | -17%[138 µM] | u | -1%[87.6 µM] | -8%[87.6 µM] | 4 | -25%[172 µM]
Cc1ccc(NC(=O)N2CC(C(=O)N(C)C)C3(CCOCC3)C2)cc1 (centres undefined) | i | i | -18% | 12% | u | 27 | i
O=C(CCN1CCCCO1)N1CCCn2nc(C(O)C3CCC3)cc2C1 (centres undefined) | u | -11% | 0% | -2% | 2% | 14 | -2%
Cn1ncc2c(C(=O)NCC(F)(F)F)cc(C(C)(C)C)nc21 | i | u | x | 7%[87.6 µM] | 14%[87.6 µM] | -6 | u
Cc1ccc(-c2nc(SCc3ccc(Br)cc3)n3[nH]c(=O)cc3n2)cc1 | x | x | x | 2% | u | 10 | x
Cc1cccc(CN2CCCC(O)(CN3CCC(C)CC3)C2=O)c1 (centres undefined) | 3% | -10% | 12% | u | 3% | -7 | 0%
Cc1cccc(C(=O)N2CCC[C@H]2c2nc(-c3ccccc3)no2)c1 | -8% | u | 6% | -16% | -6% | -2 | u
CCc1nnc(CN(C)C(=O)c2cnc(-c3ccc(C)cc3)[nH]c2=O)o1 | u | i | -10% | -10% | 7% | 5 | 3%
O=C1CC(c2nc3ccccc3n2Cc2c(F)cccc2Cl)CN1c1cccc(C(F)(F)F)c1 (centres undefined) | x | x | x | -1% | -5% | 23 | x
CC(C)NC(=O)NC[C@H]1O[C@@H](CO)[C@@H](O)[C@H]1N(C)CCc1ccccn1 | i | -3% | 5% | 6% | 3% | -6 | i
CCc1ccc(C2CC(C(=O)NCc3ccccc3)CN(C(=O)c3ccoc3)C2)cc1 (centres undefined) | i | u | -6% | 7% | 10% | -15 | u
CCS(=O)(=O)n1nc(-c2ccco2)nc1NCc1ccc(C(C)C)cc1 | x | x | x | 91%[activator] | u | -12 | x
O=C(CCc1nc2ccccc2s1)NC1CCc2n[nH]c(=O)n2CC1 (centres undefined) | i | 3% | -14% | -2% | -4% | -5 | 1%
CCOC(=O)c1c(NC(=O)CSc2cn(CCNC(=O)c3c(F)cccc3F)c3ccccc23)sc2c1CCCC2 | x | x | x | -6% | 8% | 22 | x

# Random excerpt: two records from the list, in no set order.
mol | GPT2 inh | 3T3 cytotox | Luciferase inh | SNCA expr inh | SNCA viab count | IP6K1 inh | HEK cytotox
COCCN1C(=O)CS(=O)(=O)C12CCN(C(=O)c1ccc(C)cc1C)CC2 | -1% | -13% | -4% | -19% | 1% | 2 | -2%
CCc1nnc(CN(C)C(=O)c2cnc(-c3ccc(C)cc3)[nH]c2=O)o1 | u | i | -10% | -10% | 7% | 5 | 3%

# Bioassay records (PubChem BioAssay)
